Screening results from PubChem BioAssay.
eIF4E 4G PPI: eIF4E/eIF4G interaction inhibition in translation initiation | P63073+Q04637 | TR-FRET eIF4E-eIF4GI(517-606) binding, 2 h | inhibition, % at 21.7 µM | 220,000 compounds, 0.37% hits;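 also: 0% = full FRET control wells and 100% = background wells lacking eIF4GI fragment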
Rad51 HR inh: Rad51 (human) homologous recombination inhibition; 200,000 compounds, 0.085% hits; hRad51 DNA strand exchange, fluorescence dequenching; inhibition, % at 10 µM;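 active = inhibition above 40% at the single screening dose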;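 also: 0% = DMSO control wells and 100% = blanks with heterologous ssDNA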
Target sequence (Q06609 whole entry, looked up): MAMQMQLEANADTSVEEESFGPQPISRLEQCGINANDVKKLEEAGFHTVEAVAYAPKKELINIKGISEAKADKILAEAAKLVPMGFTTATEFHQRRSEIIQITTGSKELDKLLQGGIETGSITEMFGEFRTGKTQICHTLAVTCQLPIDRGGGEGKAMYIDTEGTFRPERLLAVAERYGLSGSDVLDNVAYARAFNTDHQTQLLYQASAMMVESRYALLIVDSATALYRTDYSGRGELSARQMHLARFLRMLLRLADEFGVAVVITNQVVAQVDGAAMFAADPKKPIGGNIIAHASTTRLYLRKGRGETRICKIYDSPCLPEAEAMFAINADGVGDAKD
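Read-out basis: percent inhibition relative to plate controls and blanks / Assay system: human Rad51 nucleoprotein filaments preassembled on unlabelled ssDNA / Timing: filaments 15 min 37 °C, then compound 30 min / Control set: per-plate controls and blanks / Technique: fluorescence dequenching at 485/520 nm / Compound: 10 µM final, single point / Also added: Fluorescein- and BHQ1-tagged 47-mer duplex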
Thrombin inh: inhibitors of human thrombin; P00734; alpha-thrombin, Boc-VPR-AMC fluorogenic substrate cleavage; inhibition, % at 5 µM; 220,000 compounds, 0.26% hits;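 active = inhibition at or above 40%; inactive = inhibition below 40%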;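 also: 0% = enzyme with no compound and 100% = wells without enzyme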
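Material: human alpha-thrombin protein; Also added: Boc-VPR-AMC substrate, 15 µM final; Timing: enzyme reaction carried out at room temperature; Signal: fluorescence, ex 355 nm, em 460 nm; Measure: % inhibition of thrombin; Controls: enzyme without compound as high, wells lacking enzyme as low.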
Cl transport mod: KCC2 (human) Cl- transport modulation; Q9H2X9; KCC2 cells, thallium flux FluoZin-2 fluorescence; B-score of Tl+ flux slope (higher = more flux/activation; lower = inhibition) at 10 µM; 190,000 compounds, 2.2% hits;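 active = thallium flux slope and its plate-corrected score both differing from the plate sample mean at a set confidence after two filtering rounds, in either direction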;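 also: slope of fluorescence scaled to starting intensity during 10 to 20 s after thallium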
14-3-3 Bad inh: disrupts binding of bovine 14-3-3 zeta to phospho-Bad peptide; inhibition, % at 21.7 µM; TR-FRET 14-3-3zeta/Dy647-pBad peptide displacement, 1 h; 220,000 compounds, 0.71% hits; P63103;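 active = inhibition above about 70%, limit read from the data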;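 also: 0% = full 14-3-3 plus peptide FRET controls and 100% = background without 14-3-3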
Furin inh: blocks human furin protease activity; 220,000 compounds, 0.061% hits; purified furin, fluorogenic substrate cleavage; P09958; AID 463115; inhibition, % at 30 µM; in the data active = inhibition above about 25%; also: inactives centre near -15
EBV gp42 block: inhibitors of Epstein-Barr virus glycoprotein 42; Q1HVG2; Fluorescence polarization binding assay, mP read-out; inhibition, % (tested at 21.74 µM); 220,000 compounds, 0.42% hits; AID 1085; in the data active = inhibition above about 50%
Target sequence (Q1HVG2 whole entry, looked up): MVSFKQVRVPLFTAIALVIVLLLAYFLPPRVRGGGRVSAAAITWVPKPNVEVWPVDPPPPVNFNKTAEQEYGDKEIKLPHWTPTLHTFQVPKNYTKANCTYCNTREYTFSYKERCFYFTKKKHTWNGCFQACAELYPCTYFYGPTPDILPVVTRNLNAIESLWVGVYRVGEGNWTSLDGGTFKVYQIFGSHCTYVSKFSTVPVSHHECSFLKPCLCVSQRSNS
NCF1 inh: p47phox (human) inhibition | 220,000 compounds, 0.53% hits | p47phox/p22phox peptide binding, fluorescence polarization, 2 h | P14598 | inhibition, % at 24.7 µM;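 also: 0% = p47phox with labelled peptide and 100% = labelled peptide alone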
Target sequence (P14598 whole entry, looked up): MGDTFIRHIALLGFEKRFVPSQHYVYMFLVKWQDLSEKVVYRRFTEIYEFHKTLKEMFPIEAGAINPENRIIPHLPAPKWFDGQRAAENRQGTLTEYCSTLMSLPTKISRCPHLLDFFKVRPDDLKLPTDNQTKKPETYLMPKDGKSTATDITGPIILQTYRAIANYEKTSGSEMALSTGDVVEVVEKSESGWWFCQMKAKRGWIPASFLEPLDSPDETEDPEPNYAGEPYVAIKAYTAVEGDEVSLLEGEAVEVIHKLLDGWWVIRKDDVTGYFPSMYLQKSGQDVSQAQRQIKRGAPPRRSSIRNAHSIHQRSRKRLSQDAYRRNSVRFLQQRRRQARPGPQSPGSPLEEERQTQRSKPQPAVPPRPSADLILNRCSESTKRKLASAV
hK5 inh: kallikrein 5 (human) inhibition | 210,000 compounds, 0.59% hits | Q9Y337 | AID 873 | inhibition, % at 5 µM | recombinant hK5, fluorogenic AMC substrate cleavage;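 active = inhibition of 40% or more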;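 also: 0% = enzyme controls without compound and 100% = no-enzyme blanks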
Numbers without * were called inactive; · = no result given; [ ] = another dose, or the depositor's remark.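 The calls were made as follows, unless noted: active = inhibition above about 30% (limit read from the data); inactive = the rest.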

SMILES	eIF4E 4G PPI	Rad51 HR inh	Thrombin inh	Cl transport mod	14-3-3 Bad inh	Furin inh	EBV gp42 block	NCF1 inh	hK5 inh
CCn1c(C(=O)N2CCC(C(=O)NCc3cccs3)CC2)cc2sccc21	1	-2	1	-0.72	0	-23	-13	-1	-7
Cc1cc(C)c(S(=O)(=O)c2ccccc2)c(N2CCOCC2)n1	-3	3	-7	0.0096	-14	-12	3	-3	2
COc1cccc(-c2cc(C(F)(F)F)n3ncc(C(=O)N4CCc5ccccc5C4)c3n2)c1	0	-7	-3	·	7	-3	-1	-2	5
CCOC(=O)c1c(-c2ccc(Cl)cc2)c(C#N)c(=O)n(N)c1N	·	-1	4	·	·	-23[20 µM]	-21	-36	-4
O=C(CSc1nccc(=O)[nH]1)NN(c1ccccc1)c1ccccc1	0	-17	-2	0.11	-11	-10	-7	-1	-2
CC1CN(S(=O)(=O)c2ccc(C(=O)Nc3nccs3)cc2)CC(C)O1 (stereo unspecified)	-6	5	2	0.33	-1	-11	-9	-9	-1
CCOC(=O)c1c(C)nc(C)c(C(=O)OCC)c1-c1ccc(O)c(OC)c1	4	·	-1	-1.5	-2	-22	-15	-4	·
CC(NC(=O)C1CC1)C(c1cccs1)N1CCOCC1 (stereo unspecified)	1	·	-12	-0.85	-1	-15	-9	-3	-4
Cc1ccsc1C(=O)OCC(=O)Nc1cccc(S(=O)(=O)N2CCOCC2)c1	6	-1	-6	0.18	6	-19	-3	4	-14
CCCC1=C([O-])C2N=CC=CC2=[N+](c2ccccn2)C1=O (stereo unspecified)	3	2	-4	-0.18	-3	-16	-2	0	4
Nc1nnc(-c2cccc(F)c2)s1	-2	·	-11	0.13	-1	-18	0	6	-3
CCOC(=O)c1ccccc1NC(=S)N1CCC(C)CC1	-2	-5	-11	1.1	-11	-9	-5	-5	-11
COc1ccccc1NC(=O)CNC(=O)c1ccc([N+](=O)[O-])cc1	1	12	0	0.46	-2	-43	3	-10	-19
CCn1c(SC(C)C(=O)OC)nnc1-c1c[nH]c2ccccc12 (stereo unspecified)	2[fluorescence artefact?]	5	1	·	-2	-12	-10	-10	5
COc1ccc(OC)c(S(=O)(=O)NCCc2ccccc2)c1	1	-2	1	-0.73	1	-19	-3	-4	0
Cc1ccc(-c2[nH]c(-c3ccc(Cl)cc3)nc2SCC(=O)NCC2CCCO2)cc1 (stereo unspecified)	0[fluorescence artefact?]	-4	10	0.54	4[fluorescence artefact?]	-15	-5	-5	3
COC(=O)c1c(NC(=O)Cc2cccs2)sc2c1CCC(C)C2 (stereo unspecified)	0	8	-2	·	5[fluorescence artefact?]	3	-9	-3	-4
CCCn1c(CNc2ccc(Br)cc2)nc2ccccc21	3	1	-7	-1.7	-5	-23	11	-15	-24
Cc1ccc(NS(=O)(=O)c2ccc(C)c(NC(=O)COc3ccc4ccccc4c3)c2)c(C)c1	-1	14	-1	-0.73	-8	-18	-9	-51	-4
Cc1ccc(C(c2c(O)nc3n(c2=O)CCS3)c2c(O)nc3n(c2=O)CCS3)cc1	16	-13	-6	0.094	-4	-19	0	-10	-19
COc1cccc(CNC(=O)CCC2CCCN(C(=O)Cc3ccccc3F)C2)c1 (stereo unspecified)	1	-6	-4	0.13	9	-12	-3	11	-3
CCn1c(SCC(=O)Nc2ccccc2C(=O)OC)nnc1-c1ccoc1C	-7	0	3	-1.1	1	-23	-14	-1	1
O=C(O)c1ccc(N2C(=O)CC(SC(=NCc3ccc4c(c3)OCO4)Nc3ccc(F)cc3)C2=O)cc1 (stereo unspecified)	4	-1	-6	0.059	8	-7	-3	-37	-3
CC(C)CC(C(=O)Nc1oc(-c2ccco2)c(-c2ccco2)c1C#N)N1C(=O)c2ccccc2C1=O (stereo unspecified)	1	-6	2	0.016	17	-29	-38	-86	-26
Cc1c(NC(=O)c2ccc(CN3CCc4ccccc4C3)cc2)c(=O)n(-c2ccccc2)n1C	13	-10	1	0.44	-5	-13[20 µM]	-10	-7	-4
Carrying on:
SMILES	eIF4E 4G PPI	Rad51 HR inh	Thrombin inh	Cl transport mod	14-3-3 Bad inh	Furin inh	EBV gp42 block	NCF1 inh	hK5 inh
CC(=O)C1=C(C)NC(=O)NC1/C=C/c1ccccc1 (stereo unspecified)	2	7	-8	2.2	-2	-18	13	-2	-7
O=C(Nc1ccc(Cl)cc1)N1CCCC1	6[fluorescence artefact?]	0	-8	0.13	-2	-20[20 µM]	-13	-11	4
CCNC(=O)Nc1ccc(-n2nc(C)c(C(=O)OCC)c2C)nc1	0	1	·	-0.81	-8	-38	-10	2	-1
Cc1sc(NC(=O)C2CCCO2)c(C#N)c1C (stereo unspecified)	0	-5	-4	0.38	-2	-23	-5	-10	0
Cc1ccc(C(c2nnnn2CS(=O)(=O)c2ccc(C)cc2)N2CCCC2)cc1 (stereo unspecified)	4	·	-1	1.1	-4	-38	-10	39*	·
CC(=O)Oc1ccccc1-c1nc(C)nc(N(C)C(C)=O)n1	-5	-2	2	0.43	-1	-13	-12	-2	4
CCOC(=O)c1noc(C)c1C(=O)Nc1nccs1	-3	15	-6	0.34	-3	-13	-7	-5	3
Cc1oc2cc(O)ccc2c(=O)c1Oc1ccccc1Br	4	-1	1	-1.5	18	-11	-12	-12	-25
Cc1ccc(-n2c(=O)c3ccccc3n(CC(=O)NCc3ccco3)c2=O)cc1	-1	-4	-8	-0.56	-17	-20	-18	-8	1
C[C@H]1C(=O)N(C)CCN1Cc1cn(C)nc1-c1ccc(Oc2ccccc2)cc1	-5	5	-8	0.48	-13	-15	-23	0	0
COc1cccc(-n2cnc3c(sc4nc(N5CCOCC5)c5c(c43)CCCC5)c2=O)c1	-2	·	-3	0.0039	-9	-30	0	-11	0
O=C(COC(=O)CNS(=O)(=O)c1cccc(Br)c1)Nc1ccccc1Sc1ccccc1	19	9	-2	1	-10[fluorescence artefact?]	-8	-4	-18	-11
C/C(=N\NC(=O)c1cc(-c2ccncc2)nc2ccccc12)c1ccc(OC(F)F)cc1	-2	2	-16	-0.78	-1	-24	4	-5	-7
COc1ccc(CCNC(=S)NC(=O)/C=C/c2ccc(C)cc2)cc1OC	2	-1	·	-0.0044	18	-42[20 µM]	-12	0	·
O=C(Nc1ccccc1)/C(=C\c1ccc2c(c1)OCO2)NC(=O)c1ccco1	-2	0	5	-0.038	-12[fluorescence artefact?]	-2[20 µM]	-22	-10	3
CC(C)(C)n1nnnc1C(c1ccccn1)N1CCN(C(c2ccccc2)c2ccccc2)CC1 (stereo unspecified)	2	1	-9	-0.89	1	-1	15	4	0
Cc1nc(N)sc1C(=O)Nc1ccccc1	0	-1	1	-0.53	66	-19[20 µM]	-1	-10	11
Cn1c(=O)n(C)c2cc(/C=N/NC(=S)NCc3ccccc3)ccc21	-2	·	-3	-1.2	-7	-5	6	-8	-2
COc1ccc(/C=N/NC(=O)c2cc(C)oc2C)cc1OC	7	11	0	-1.7	-3	-22	-8	-1	4
O=C(NC1c2ccccc2-c2ccccc21)c1ccccc1	-4	4	-5	0.082	-12[fluorescence artefact?]	-24	-11	-6	-26
Cc1ccc2[nH]c(=S)cc(C)c2c1	4	-5	3	21*	-7	-17	-24	-6	-28
COc1ccc(-c2cn[nH]c2-c2ccc(OCc3ccc(F)cc3)cc2O)cc1OC	-1	·	-8	-0.83	-3	-12	-3	-16	2
CCC(c1nnnn1CCOC)N(Cc1ccc(C)cc1)Cc1cc2cc(OC)ccc2[nH]c1=O (stereo unspecified)	9	-15	7	-3.1*	-12	-12[20 µM]	-12	-9	-25
Cc1ccc(OCC(=O)OC2CCCN(C)C2)cc1 (stereo unspecified)	1	6	-10	0.033	1	-11	-31	-2	-1
O=C(Cn1c(CO)nc2ccccc21)NC1CCCCCC1	-1	2	-23	0.42	2	-12	-9	-1	-5
CCOC(=O)C1CCN(Cc2c(O)ccc3ccccc23)CC1	3	1	1	·	3	-16[20 µM]	-25	-3	-28

15 of these compounds in a different format:
Screens in order – eIF4E 4G PPI	Rad51 HR inh	Thrombin inh	Cl transport mod	14-3-3 Bad inh	Furin inh	EBV gp42 block	NCF1 inh	hK5 inh
CC(=O)Oc1ccccc1-c1nc(C)nc(N(C)C(C)=O)n1
→ -5	-2	2	0.43	-1	-13	-12	-2	4
CCOC(=O)c1noc(C)c1C(=O)Nc1nccs1
→ -3	15	-6	0.34	-3	-13	-7	-5	3
Cc1oc2cc(O)ccc2c(=O)c1Oc1ccccc1Br
→ 4	-1	1	-1.5	18	-11	-12	-12	-25
Cc1ccc(-n2c(=O)c3ccccc3n(CC(=O)NCc3ccco3)c2=O)cc1
→ -1	-4	-8	-0.56	-17	-20	-18	-8	1
C[C@H]1C(=O)N(C)CCN1Cc1cn(C)nc1-c1ccc(Oc2ccccc2)cc1
→ -5	5	-8	0.48	-13	-15	-23	0	0
COc1cccc(-n2cnc3c(sc4nc(N5CCOCC5)c5c(c43)CCCC5)c2=O)c1
→ -2	·	-3	0.0039	-9	-30	0	-11	0
O=C(COC(=O)CNS(=O)(=O)c1cccc(Br)c1)Nc1ccccc1Sc1ccccc1
→ 19	9	-2	1	-10[fluorescence artefact?]	-8	-4	-18	-11
C/C(=N\NC(=O)c1cc(-c2ccncc2)nc2ccccc12)c1ccc(OC(F)F)cc1
→ -2	2	-16	-0.78	-1	-24	4	-5	-7
COc1ccc(CCNC(=S)NC(=O)/C=C/c2ccc(C)cc2)cc1OC
→ 2	-1	·	-0.0044	18	-42[20 µM]	-12	0	·
O=C(Nc1ccccc1)/C(=C\c1ccc2c(c1)OCO2)NC(=O)c1ccco1
→ -2	0	5	-0.038	-12[fluorescence artefact?]	-2[20 µM]	-22	-10	3
CC(C)(C)n1nnnc1C(c1ccccn1)N1CCN(C(c2ccccc2)c2ccccc2)CC1 (stereo unspecified)
→ 2	1	-9	-0.89	1	-1	15	4	0
Cc1nc(N)sc1C(=O)Nc1ccccc1
→ 0	-1	1	-0.53	66	-19[20 µM]	-1	-10	11
Cn1c(=O)n(C)c2cc(/C=N/NC(=S)NCc3ccccc3)ccc21
→ -2	·	-3	-1.2	-7	-5	6	-8	-2
COc1ccc(/C=N/NC(=O)c2cc(C)oc2C)cc1OC
→ 7	11	0	-1.7	-3	-22	-8	-1	4
O=C(NC1c2ccccc2-c2ccccc21)c1ccccc1
→ -4	4	-5	0.082	-12[fluorescence artefact?]	-24	-11	-6	-26
